AID2073 – disruptors of CaV2.2 binding to Mint1 – biochemical, HTRF (AID 2073). HTRF protein-protein interaction, Mint1-CaV2.2; higher % means a stronger effect. one-dose inhibition, % at 20 µM; IC50 in µM for titrated hits. 0.19% of 290,000 active; in the data active = inhibition mostly above about 51%, no sharp cut-off; also: some results filed as inactive read as strong as hits
NTR1 ag – agonists of NTR1, primary screen, imaging, U2OS cells, beta-arrestin-GFP, high content (AID 493036). P30989. NTR1-U2OS beta-arrestin-GFP spot imaging, agonist mode. activation, % at 20 µM. 0.17% of 330,000 active;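 active = activation at or above 40% of the spot to cytoplasm intensity ratio, with at least 20 cells analyzed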;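 also: 0% = DMSO without peptide and 100% = 100 nM NTR1 peptide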
Target sequence (P30989 whole entry, looked up): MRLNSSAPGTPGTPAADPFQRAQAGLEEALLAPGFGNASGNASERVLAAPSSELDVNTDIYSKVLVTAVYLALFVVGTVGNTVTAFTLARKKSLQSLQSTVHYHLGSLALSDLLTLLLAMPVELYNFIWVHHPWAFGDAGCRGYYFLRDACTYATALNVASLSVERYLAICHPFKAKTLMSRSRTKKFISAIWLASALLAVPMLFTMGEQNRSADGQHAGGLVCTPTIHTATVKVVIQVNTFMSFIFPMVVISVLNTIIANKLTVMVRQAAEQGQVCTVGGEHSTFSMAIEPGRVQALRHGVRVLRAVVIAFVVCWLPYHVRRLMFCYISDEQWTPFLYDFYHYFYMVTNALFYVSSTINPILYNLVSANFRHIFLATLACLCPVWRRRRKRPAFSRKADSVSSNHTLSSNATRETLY
Dengue-2 NS5 capping – flavivirus cap methylation enzyme inhibition – biochemical, confirmation dose response, primary screen (AID 588689) | Dengue-2 NS5 methyltransferase capping enzyme assay, biochemical; higher % means a stronger effect | inhibition, % at 25 µM, or IC50 in µM where a hit was titrated | 0.3% of 340,000 active; in the data active = a potency from the dose series
WT yeast gro inh – growth inhibition of WT yeast, mitochondrial fusion screen. mitochondrial fusion phenotypic screen, WT strain. inhibition, % at 10 µM. 2.1% of 190,000 active; in the data active = inhibition above about 58%; tested in S. cerevisiae
GPR35 antagonists – inhibition of zaprinast-stimulated GPR35 beta-arrestin translocation – imaging, U2OS, beta-arrestin-GFP, zaprinast agonist, primary screen (AID 2058). U2OS GPR35 beta-arrestin-GFP translocation imaging, zaprinast antagonism; higher % means a stronger effect. inhibition, % at 10 µM, or IC50 in µM where a hit was titrated. 0.052% of 290,000 active;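 active = inhibition of at least 50% with at least 30 cells and total cytoplasm GFP at most 10,000,000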
RSV antiviral HEp-2 – inhibition of RSV-induced cytopathic effect – HEp-2 cells, primary 10 µM value included (AID 2391). HEp-2 cells, RSV-induced CPE inhibition; higher % means a stronger effect. CPE inhibition, % at 10 µM, or IC50 in µM where a hit was titrated. 0.13% of 310,000 active; in the data active = a potency from the dose series; also: strong numbers were not always called active
LYP inhibition – PTPN22 lymphoid phosphatase activity blockers – biochemical, fluorescence intensity, uHTS (AID 1779); recombinant LYP phosphatase, fluorescence intensity; higher % means a stronger effect; one-dose inhibition, % at 11.5 µM; IC50 in µM for titrated hits; 0.054% of 290,000 active; in the data active = inhibition above about 50%;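 also: plate controls were vehicle with enzyme for no effect and no enzyme for full effect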
K1F lysis inhibition – inhibition of K1F phage lysis, E. coli UTI89, bacterial capsule biogenesis inhibitors, alamar blue (AID 488966); E. coli UTI89 K1F phage lysis, alamar blue, 2 h; higher % means a stronger effect; inhibition, % at 100 µM, or IC50 in µM where a hit was titrated; 0.02% of 340,000 active;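 active = phage lysis inhibition, versus mean bacterial control, above a set limit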;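 also: capsule biogenesis inhibitors block K1F phage lysis so surviving cells raise fluorescence; higher fluorescence means more inhibition of phage lysis; actives were called in the ten point dose series up to 300 µM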
Autophagy HCS – modulators of autophagy | MEF GFP-LC3 puncta imaging; test concentration mostly 10 µM | calls only at 10 µM (by protocol) | 0.98% of 190,000 active | AID 463193;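 active = percentage of spot-positive cells more than 3 SD above its plate mean, without a fluorescence outlier flag or 80% toxicity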;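 also: spot-positive cell cutoff set from DMSO-treated cells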
WT yeast gro inh mutant strain – recorded beside WT yeast gro inh, whose call it bears; inhibition, %; mitochondrial fusion phenotypic screen, mutant strain inhibition
Autophagy HCS cell loss 18 h – second read-out of Autophagy HCS, no call of its own (marks repeat the call); toxicity, %; measured here: cell loss, nuclei count;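 cell loss after 18 h compound exposure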
NTR1 ag cell count 20 µM – further read-out of NTR1 ag, marked with its call; cell count; measured here: cell count, cytotoxicity flag
Dengue-2 NS5 capping pilot replicate – recorded beside Dengue-2 NS5 capping, whose call it bears; inhibition, %; measured here: pilot screen replicate inhibition
Starred values were filed as active, the others as inactive; i = inactive; . = no result given. These rows are one share of the data, so the mix of outcomes need not match the whole.

SMILES | AID2073 | NTR1 ag | NTR1 ag cell count 20 µM | Dengue-2 NS5 capping | WT yeast gro inh | WT yeast gro inh mutant strain | GPR35 antagonists | RSV antiviral HEp-2 | LYP inhibition | K1F lysis inhibition | Autophagy HCS | Autophagy HCS cell loss 18 h | others
O=C(C(=O)N1CCOCC1)c1cn(Cc2ccc(F)cc2)c2ccccc12 | -7% | 1.4 | 56 | -3% | . | . | 1% | 1.5% | -7% | -0.2% | . | .
CCC(C)n1c(O)c(C(c2ccccn2)c2c(O)n(C(C)CC)c(=S)[nH]c2=O)c(=O)[nH]c1=S (stereo not given) | -21% | -0.6 | 38 | 21% | 12 | -22 | 0% | 1.0% | 3% | 4.2% | i | 6
Cn1cccc1/C=C1\C(=O)NC(=O)N(Cc2ccco2)C1=O | 53% | . | . | 26% | 2 | 6 | -5% | . | -2% | 0.3% | i | 30
O=C(O)CCn1cc(C=C2C(=O)NC(=S)NC2=O)c(-c2cccc(Cl)c2)n1 | 31µM* | -0.1 | 35 | 11µM* | -17 | 3 | -6% | 5.7% | -7% | -0.2% | i | -4
COc1cccc(C(=O)C2CCCN(Cc3ccc(F)cc3)C2)c1 (stereo not given) | 5% | 1.0 | 54 | -7% | . | . | 15% | -0.4% | -4% | 0.3% | . | .
CN1CCC(n2nccc2N)CC1 | 9% | -3.4 | 94 | 6% | 3 | 1 | 9% | 1.6% | -2% | -0.9% | i | 0
CC(C)n1cc(C(=O)N(CC(=O)NC2CCCC2)Cc2ccccc2)cn1 | 2% | -2.5 | 78 | -4% | -13 | 4 | 3% | 1.7% | -8% | 0.2% | i | 5
ON1C2CCCCC2N(O)C1c1ccccc1 (stereo not given) | -7% | -0.4 | 59 | -1% | -1 | -12 | 3% | 1.9% | -7% | 3.0% | i | -1
O=C(O)Cn1cc(/C=C2\C(=O)NC(=O)N(Cc3ccco3)C2=O)c2ccccc21 | 19% | 0.3 | 107 | . | -18 | 12 | 6% | 0.7% | -3% | 3.4% | i | 3
O=[N+]([O-])c1ccc(CN2CC=C(c3ccccc3)CC2)cc1 | -4% | -0.2 | 54 | -29% | . | . | -3% | 0.5% | -7% | -0.2% | . | .
CN1C(=O)C(=Cc2ccc(N(C)C)c([N+](=O)[O-])c2)C(=O)N(C)C1=O | 20% | 1.6 | 89 | . | -6 | 3 | -10% | 0.8% | -4% | . | i | -1
C=CCn1c(O)c(/C=N/NC(=O)CCCC)c(=O)[nH]c1=S | 2% | 0.0 | 64 | -7% | 6 | 6 | 0% | 3.8% | 0% | 0.2% | i | 11
CCCCn1c(O)c(C(C)=NCc2ccco2)c(=O)[nH]c1=O | -3% | 0.2 | 55 | -7% | . | . | 6% | 1.2% | -8% | -1.5% | . | .
COc1ccc(F)cc1C(=O)C1CCCN(Cc2cnc(C)s2)C1 (stereo not given) | 3% | -2.0 | 80 | -4% | 5 | 17 | 15% | 0.1% | -5% | 0.2% | i | 22
CCC1(c2ccc(-c3ccccc3)cc2)C(=O)NC(=O)NC1=O | 6% | -0.5 | 55 | -6% | . | . | -3% | 4.6% | -5% | 0.0% | . | .
CCOP(=O)(OCC)c1ccc(O)cc1 | -7% | 0.2 | 103 | 3% | 5 | -3 | 4% | 1.1% | -9% | 0.1% | i | -43
CC1=C2C(=O)C3C(CC=C4CC(O)CCC43C)C2CCC12OC1CC(C)CNC1C2C (stereo not given) | -7% | 0.0 | 59 | -11% | . | . | -2% | 4.2µM* | -9% | 0.1% | . | .
CCC(=NCc1ccco1)c1c(O)n(-c2ccccc2)c(=O)[nH]c1=O | 2% | 1.2 | 54 | 2% | -2 | -6 | 1% | 1.2% | -2% | -0.1% | i | 1
CN1CCN(C(=O)OC2c3nccnc3C(=O)N2c2ccc(Cl)cn2)CC1 (stereo not given) | 5% | 2.3 | 56 | . | 5 | -12 | -14% | -1.1% | -4% | . | i | 2
N/C(=N\[N+](=O)[O-])NCCCC(NC(=O)CNC(=O)c1ccccc1)C(=O)O (stereo not given) | -5% | 0.8 | 45 | -1% | -4 | -25 | -14% | -1.1% | -8% | 0.6% | i | -4
COc1ccc(C2=NS(=O)(=O)N(C)C(C(=O)N3CCC4(CC3)OCCO4)=C2)cc1OC | 18% | -0.4 | 53 | -3% | . | . | 14% | 1.8% | -13% | -0.1% | . | .
COc1ccccc1CCNCc1cccc(C(F)(F)F)c1 | 8% | 1.4 | 67 | -1% | . | . | -1% | 0.6% | -9% | 0.3% | . | .
CC(Cc1ccccc1)NC(=O)C(c1ccc(N)cc1)c1ccc(N)cc1 (stereo not given) | 11% | -0.9 | 78 | -7% | . | . | -1% | 1.2% | 1% | -0.1% | . | .
Cc1c(C(=O)O)cc(-c2ccccc2)n1Cc1ccccc1 | 4% | -0.1 | 79 | -7% | . | . | 0% | 6.6% | 0% | 0.1% | . | .
O=C(Nc1cccc(C(F)(F)F)c1)c1cccn(Cc2ccc3c(c2)OC(F)(F)O3)c1=O | 14% | 22 | 77 | -4% | 43 | 27 | 8% | 17% | -3% | 0.0% | i | 0 | Dengue-2 NS5 capping pilot replicate=-2.1
COc1ccc2c(c1OC)C(=O)OC2C1c2cc3c(cc2CCN1C)OCO3 (stereo not given) | 8% | 0.5 | 54 | 7% | . | . | -5% | 2.7% | -11% | 2.0% | . | .
CCc1nc2ccccc2c(=O)n1-c1ccccc1OC | 4% | 0.0 | 57 | -3% | . | . | -6% | 0.4% | -8% | 0.2% | . | .
COc1ccc(CC2(CCc3ccncc3)C(=O)NC(=O)NC2=O)cc1OC | 0% | 2.0 | 81 | -4% | -3 | -1 | -2% | 1.2% | -4% | 0.3% | i | -2
Cc1ccccc1N1CCN(C2CCCN(C(=O)COc3ccccc3)C2)CC1 (stereo not given) | 6% | 0.4 | 62 | -9% | . | . | 11% | 3.0% | -4% | -0.2% | . | .
O=C(Cn1ncc2c3ccccc3n(Cc3ccccc3F)c2c1=O)N1CCC2(CC1)OCCO2 | -4% | -0.2 | 36 | 3% | 25 | -9 | 6% | 3.5% | -2% | 0.7% | i | 2

Ten structures out of the list, arranged by SMILES length, lowest first:
SMILES | AID2073 | NTR1 ag | NTR1 ag cell count 20 µM | Dengue-2 NS5 capping | WT yeast gro inh | WT yeast gro inh mutant strain | GPR35 antagonists | RSV antiviral HEp-2 | LYP inhibition | K1F lysis inhibition | Autophagy HCS | Autophagy HCS cell loss 18 h | others
CCOP(=O)(OCC)c1ccc(O)cc1 | -7% | 0.2 | 103 | 3% | 5 | -3 | 4% | 1.1% | -9% | 0.1% | i | -43
CCc1nc2ccccc2c(=O)n1-c1ccccc1OC | 4% | 0.0 | 57 | -3% | . | . | -6% | 0.4% | -8% | 0.2% | . | .
COc1ccccc1CCNCc1cccc(C(F)(F)F)c1 | 8% | 1.4 | 67 | -1% | . | . | -1% | 0.6% | -9% | 0.3% | . | .
Cc1c(C(=O)O)cc(-c2ccccc2)n1Cc1ccccc1 | 4% | -0.1 | 79 | -7% | . | . | 0% | 6.6% | 0% | 0.1% | . | .
Cc1ccccc1N1CCN(C2CCCN(C(=O)COc3ccccc3)C2)CC1 (stereo not given) | 6% | 0.4 | 62 | -9% | . | . | 11% | 3.0% | -4% | -0.2% | . | .
COc1ccc(CC2(CCc3ccncc3)C(=O)NC(=O)NC2=O)cc1OC | 0% | 2.0 | 81 | -4% | -3 | -1 | -2% | 1.2% | -4% | 0.3% | i | -2
CN1CCN(C(=O)OC2c3nccnc3C(=O)N2c2ccc(Cl)cn2)CC1 (stereo not given) | 5% | 2.3 | 56 | . | 5 | -12 | -14% | -1.1% | -4% | . | i | 2
N/C(=N\[N+](=O)[O-])NCCCC(NC(=O)CNC(=O)c1ccccc1)C(=O)O (stereo not given) | -5% | 0.8 | 45 | -1% | -4 | -25 | -14% | -1.1% | -8% | 0.6% | i | -4
O=C(Cn1ncc2c3ccccc3n(Cc3ccccc3F)c2c1=O)N1CCC2(CC1)OCCO2 | -4% | -0.2 | 36 | 3% | 25 | -9 | 6% | 3.5% | -2% | 0.7% | i | 2
COc1ccc(C2=NS(=O)(=O)N(C)C(C(=O)N3CCC4(CC3)OCCO4)=C2)cc1OC | 18% | -0.4 | 53 | -3% | . | . | 14% | 1.8% | -13% | -0.1% | . | .

More results:
SMILES | AID2073 | NTR1 ag | NTR1 ag cell count 20 µM | Dengue-2 NS5 capping | WT yeast gro inh | WT yeast gro inh mutant strain | GPR35 antagonists | RSV antiviral HEp-2 | LYP inhibition | K1F lysis inhibition | Autophagy HCS | Autophagy HCS cell loss 18 h | others
C[C@@H]1C(=O)O[C@@H]2[C@H](O)C34[C@@H]5OC(=O)C3(O[C@H]3OC(=O)[C@H](O)C34[C@H](C(C)(C)C)[C@H]5O)[C@@]12O (stereo not given in full) | 1% | -0.1 | 95 | -2% | 13 | -2 | -11% | 2.0% | -11% | 0.1% | i | -36
C=CCn1c(O)c(/C(C)=N/N2CCN(C)CC2)c(=O)[nH]c1=O | 6% | -0.5 | 48 | 2% | . | . | 3% | 0.8% | -1% | -0.6% | . | .
COc1ccc(-c2[nH]ncc2CNC(C)Cc2cccc(C)n2)cc1F (stereo not given) | -4% | 1.3 | 58 | -4% | 8 | 6 | -6% | -0.5% | -1% | -0.5% | i | 12
CN1C(=O)N(C)C(=O)C(CCc2ccncc2)(CCc2ccncc2)C1=O | -4% | 0.0 | 43 | -2% | -14 | 3 | -3% | 0.3% | -7% | 1.0% | i | 7
CCOc1ccc(N2C(=O)CC(=O)NC2=O)cc1 | 0% | 0.7 | 70 | -12% | . | . | 7% | 2.9% | -8% | -1.8% | . | .
CC1CCC/C=C/C2CC(O)CC2C(O)/C=C/C(=O)O1 (stereo not given) | -6% | 0.1 | 51 | -3% | -7 | 1 | -4% | -1.6% | -12% | 3.4% | i | 27
O=C1Nc2ccc(Br)cc2C(c2ccccc2)=NC1O (stereo not given) | -6% | -1.1 | 98 | -4% | . | . | 11% | 0.1% | -8% | 0.2% | . | .
CCC[N+]12CCC(CC1)C(=C(c1ccccc1)c1ccccc1)C2 | -3% | 0.6 | 61 | -5% | 9 | 15 | 3% | 0.8% | -6% | -8.1% | i | -3
CN1CCC(N(C)c2ncnc3ccc(Br)cc23)CC1 | -2% | . | . | -3% | -2 | -2 | -2% | . | -2% | 6.9% | i | -2
Cc1ccc2c(c1)C1CN(C)CCC1N2C(=O)c1ccc(Br)o1 (stereo not given) | -1% | -0.6 | 52 | -3% | 0 | 4 | -8% | -1.0% | -5% | 9.0% | i | -6
O=C1C(=O)c2cccc3cccc1c23 | 1% | 14 | 51 | -2% | 3 | 8 | 4% | 7.0% | -3% | -8.2% | i | -14
CCC(=O)N1c2ccc(S(=O)(=O)CCC(=O)N3CCC4(CC3)OCCO4)cc2CC1C (stereo not given) | -8% | 1.4 | 75 | -8% | -7 | -53 | 4% | 0.4% | -10% | -0.6% | i | 13
O=C1NC(=O)C(Sc2ccccc2[N+](=O)[O-])C(=O)N1 | 2% | -1.6 | 46 | 20% | . | . | -1% | 1.5% | -13% | -0.3% | . | .
